Screening data: PubChem BioAssay, National Center for Advancing Translational Sciences (NCATS)
GLS inhibitor: inhibitors of human glutaminase (GLS) | GLS enzymatic activity, qHTS titration | Potency, µM (highest dose often 45.5 µM), for the others: at the highest dose activity change, negative = inhibition, usual class: inhibitors | 410,000 compounds, 0.21% hits; note: potency is the fitted concentration of half-maximal effect; % is set by controls: 0 for no effect and ±100 for the full control effect
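Glutamate formation by hKGA was monitored fluorometrically using coupled glutamate oxidase, HRP and Amplex Red. Substrate was added as 1 mM L-glutamine solution; incubation was 30 min at RT after an initial read.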
G9a inh: blocks human histone lysine methyltransferase G9a; Q96KQ7; G9a H3K9 monomethylation, AlphaScreen, 2 h; Potency, µM (series often up to 102 µM), without a hit: at the top dose activity, negative = inhibition, usual class: inhibitors; 350,000 compounds, 8.8% hits; AID 504332; note: potency is the fitted concentration of half-maximal effect; % is set by controls: 0 for no effect and ±100 for the full control effect; nearly all actives have a fitted effect of over 75% in size
Target sequence (Q96KQ7 913-1193 limits assumed): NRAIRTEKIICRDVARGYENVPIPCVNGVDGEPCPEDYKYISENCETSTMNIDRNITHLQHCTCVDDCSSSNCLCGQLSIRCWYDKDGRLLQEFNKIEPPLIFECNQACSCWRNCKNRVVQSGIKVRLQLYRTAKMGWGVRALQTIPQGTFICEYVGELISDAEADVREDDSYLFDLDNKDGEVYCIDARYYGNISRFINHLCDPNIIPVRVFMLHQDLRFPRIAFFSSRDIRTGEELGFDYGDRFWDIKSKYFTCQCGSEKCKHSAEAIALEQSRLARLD
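Quantitative HTS format: methyltransferase activity on a biotin-tagged H3K9 peptide is measured by AlphaScreen, using a rabbit anti-monomethyl-H3K9 antibody with streptavidin donor and anti-IgG acceptor beads. Final levels are 20 nM enzyme, 500 nM peptide, 20 uM SAM; 2 h RT.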
HP1b chromo inh: blocks HP1-beta chromodomain binding to methylated histone tails; 390,000 compounds, 0.56% hits; Potency, µM (series often up to 114 µM), for inactives: at the highest dose activity change, negative = inhibition, usual class: inhibitors; AlphaScreen HP1-beta / biotin-H3K9me3 peptide binding; note: potency is the fitted concentration of half-maximal effect; nearly all actives have a fitted effect of over 70% in size; inactives centre near 23
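Compound inhibition of the preformed complex between 50 nM HP1-beta and 50 nM biotinylated H3K9me3 peptide was read by AlphaScreen. Buffer was PBS pH 7.4 with 0.01% Tween-20. Incubations ran 30 min at room temperature, with 10 ug/mL donor/acceptor beads.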
ERG-DNA inh: inhibitors of human ERG Ets domain-DNA interaction. P11308. fluorescence polarization, His-ERG Ets domain / labelled DNA. Potency, µM (highest dose often 76.9 µM), for inactives: at the highest dose FP activity, negative = inhibition, actives largely listed as inhibitors. 370,000 compounds, 0.028% hits. AID 624246; active = well fitted inhibition curve with a large enough effect in the polarisation, with a control signal flat; inconclusive = small, poorly fitted or top-dose-only effect, or effect the other way, or a change in a side signal; inactive = no such curve, though single readings can be large or run the other way; the % refers to the polarisation;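 note: polarization taken with two DNA probes labelled with fluorescein and Texas red; potency is the fitted concentration of half-maximal effect; % of control where 0% means no effect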
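His-tagged ERG Ets domain (1 uM in the protein solution; 300mM KCl, 50mM Tris-HCl, 1mM EDTA, 1mM DTT, pH 7.5) received compound, then a probe mix of 5 nM fluorescein-DNA and 100nM Texas-615-DNA. Fluorescence polarization was read for both dyes.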
BAZ2B inh: inhibitors of human BAZ2B bromodomain; AID 504333; AlphaScreen BAZ2B-H3K14Ac peptide displacement; Q9UIF8; Potency, µM (highest dose often 114 µM), inactives show at the top dose activity change, negative = inhibition, hits mostly inhibitors; 360,000 compounds, 4.4% hits; note: potency is the fitted concentration of half-maximal effect; % is set by controls: 0 for no effect and ±100 for the full control effect; nearly all actives have a fitted effect of over 60% in size
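AlphaScreen luminescence quantifies BAZ2B engagement of H3K14Ac peptide; the protein and biotinylated peptide are both at 50 nM final, buffer PBS pH 7.4 with 0.01% Tween-20, all steps at room temperature.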
PI4K2A inh: inhibitors of human PI4K2A. purified PI4K2A, ADP-Glo luminescence, 1 h; hits give low values. AID 1346378. activity change, negative = inhibition, % at 76.9 µM. Q9BTU6. 420,000 compounds, 0.13% hits; in the data active = activity change below about -50%; inconclusive = mostly about -30% to -49%;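 note: -100% = wells without enzyme as full effect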
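PI4K2A activity was measured by ADP-Glo luminescence: enzyme (4 ug/mL stock) and phosphatidylinositol (1.2 mM stock) in Tris pH 7.5/MgCl2/EGTA/Triton X-100 buffer were reacted with ATP (300 microM stock) for one hour at ambient temperature.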
RGS4 inhibitor: human RGS4 inhibition | AID 504845 | Potency, µM (doses to about 114 µM), inactives show at the highest dose activity change, negative = inhibition, most hits filed as inhibitors | 390,000 compounds, 0.039% hits | Transcreener GDP fluorescence polarization, RGS4-accelerated GTP hydrolysis | P49798; note: potency is the fitted concentration of half-maximal effect; % is set by controls: 0 for no effect and ±100 for the full control effect; nearly all actives have a fitted effect of over 75% in size; some results filed as inactive show a strong effect at the top dose
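MLSMR compounds (23 nl, pin-transferred) preincubated 10 min at room temperature with a 500nM (2x) first reagent, then RGS4 at 900nM (2x) plus Transcreener GDP mix added; fluorescence polarization (620/688 nm) read before and after 90 min at 30 °C.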
JMJD2A Tudor inh: JMJD2A Tudor domain (human) inhibition; O75164; AlphaScreen JMJD2A-Tudor / H3K4me3 peptide binding; Potency, µM (top dose mostly 114 µM), for inactives: at the top dose activity change, negative = inhibition, hits mostly inhibitors; 390,000 compounds, 4.4% hits; note: potency is the fitted concentration of half-maximal effect; % is set by controls: 0 for no effect and ±100 for the full control effect; nearly all actives have a fitted effect of over 50% in size
ALOX12 inh: inhibitors of human 12S-lipoxygenase ALOX12; 580,000 compounds, 1.1% hits; P18054; Potency, µM (series often up to 108 µM), for the others: at the top dose activity change, negative = inhibition, usual class: inhibitors; purified 12hLO, xylenol orange hydroperoxide absorbance; note: potency is the fitted concentration of half-maximal effect; % is set by controls: 0 for no effect and ±100 for the full control effect
Target sequence (P18054 whole entry, looked up): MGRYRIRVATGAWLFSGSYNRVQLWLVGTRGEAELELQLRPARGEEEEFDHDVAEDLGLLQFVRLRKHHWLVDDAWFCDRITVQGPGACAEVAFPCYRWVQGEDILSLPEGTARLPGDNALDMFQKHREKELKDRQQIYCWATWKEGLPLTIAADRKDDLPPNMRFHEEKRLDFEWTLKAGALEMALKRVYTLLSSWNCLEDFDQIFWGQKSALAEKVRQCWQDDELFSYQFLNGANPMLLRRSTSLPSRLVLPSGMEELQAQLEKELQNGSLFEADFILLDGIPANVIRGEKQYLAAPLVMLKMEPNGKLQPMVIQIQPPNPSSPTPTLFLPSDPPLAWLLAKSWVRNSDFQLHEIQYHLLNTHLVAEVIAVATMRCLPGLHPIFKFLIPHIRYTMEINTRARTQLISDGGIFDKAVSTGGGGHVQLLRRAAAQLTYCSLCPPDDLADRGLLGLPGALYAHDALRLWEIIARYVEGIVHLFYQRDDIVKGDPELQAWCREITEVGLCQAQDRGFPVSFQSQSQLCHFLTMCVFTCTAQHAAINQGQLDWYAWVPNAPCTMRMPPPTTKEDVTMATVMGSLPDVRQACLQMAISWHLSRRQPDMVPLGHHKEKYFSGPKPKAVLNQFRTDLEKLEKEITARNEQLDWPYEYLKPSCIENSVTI
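Purified human 12hLO at 150 nM in 25 mM Hepes, 0.01% Triton X-100, pH 7.0, preincubated 15 min at room temperature with compound. Reaction started with 40 uM arachidonic acid, 30 min at room temperature. Hydroperoxide measured by Fe-xylenol orange, 573/405 nm absorbance ratio.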
The depositor's hits bear a star; u = inconclusive; x = not tested or not shown; [ ] = dose if it differs, or a comment. Unless noted, calls come from the whole dose curve; as a rule, active = well fitted curve in the direction sought with a large enough effect; inconclusive = small, poorly fitted or top-dose-only effect, or another doubt; inactive = no such curve, though single readings can be large; an effect the other way counts as inactive or inconclusive.

item	SMILES	PI4K2A inh	GLS inhibitor	HP1b chromo inh	G9a inh	JMJD2A Tudor inh	ALOX12 inh	BAZ2B inh	ERG-DNA inh	RGS4 inhibitor
1	CCN1C(=O)C(CC(=O)NC)N(NC(=O)c2ccccc2)C1=S (stereo unspecified)	2	2%	36%	8%	-5%	-6%	24%	-13%	20%
2	CCOC(=O)COc1ccc(N)cc1CC(NC(C)=O)(C(=O)OCC)C(=O)OCC	-1	6%	12%	18%[59 µM]	-17%	3%[57.4 µM]	0%	x	13%
3	O=C(CSc1nc2[nH]ncc2c(=O)[nH]1)NCc1ccccc1Cl	1	4%	32%	-8%[59 µM]	-4%	7%	-7%	-7%	17%
4	CCCC(=O)N1CCN(c2ccc(NC(=O)c3ccc(Br)o3)cc2)CC1	-3	23%	6%	-3%[12.7 µM]	-10%	0%	-2%	-15%	11%
5	COc1ccc(Cc2nnc(SC(C)C(=O)Nc3ccc(F)cc3Cl)o2)cc1 (stereo unspecified)	1	0%	36%	-4%	-8%	u	7%	-9%	-5%
6	CC(=O)NC(c1cccc([N+](=O)[O-])c1)c1c(OC(C)=O)ccc2ccccc12 (stereo unspecified)	-1	7%	4%	x	-16%	0%	x	3%	-18%
7	COc1ccc(CN=C2NN=C(c3ccccc3)CS2)cc1	1	-1%	-5%	35µM*	u	u	x	-14%	-15%
8	Oc1ccc(O)c(-c2cnns2)c1	-6	u	8.9µM*	u	3.2µM*	u	-7%	2%	-6%
9	O=C(C1COc2ccccc2O1)N1CCN(c2nc3c(F)cc(F)cc3s2)CC1 (stereo unspecified)	1	-5%	19%	-7%	-10%	-10%	11%	0%	-20%
10	COc1ccc(N2CCN(S(=O)(=O)/C=C/c3ccccc3)CC2)cc1	-3	15%	8%	-31%	-24%	-11%	11%	5%	14%
11	O=C1Nc2ccccc2SC1c1ccccc1 (stereo unspecified)	3	-1%	31%	-8%[0.501 µM]	-22%	0%	-7%	-12%	-5%
12	Cc1ccc(N2CC(C(=O)OCC(=O)C(C)(C)C)CC2=O)cc1C (stereo unspecified)	3	0%	45%	-5%	4%	-8%	11%	-6%	-12%
13	COc1ccc(C(=O)CC2(O)C(=O)N(CCc3ccccc3)c3ccc(Br)cc32)cc1OC (stereo unspecified)	1	12%	6%	u	-33%	-26%	-19%	4%	-2%
14	COC(=O)CN(c1ccc(Cl)cc1C)S(C)(=O)=O	0	0%	25%	1%	-17%	-5%	1%	6%	-7%
15	Cn1cc(C(=O)Nc2ccc(Cl)cc2)c(C(F)(F)F)n1	-2	-1%	73%[activator]	-39%	-3%	-9%	-16%	-1%	3%
16	COC(=O)c1sccc1NC(=O)C1C2C=CC(O2)C1C(=O)O (stereo unspecified)	0	u	54%[activator]	-17%[59 µM]	u	34%[activator]	-1%	1%	-7%
17	COc1ccc(OC)c(NC(=O)CNC(=O)Cn2cnc3sc(C)cc3c2=O)c1	-1	6%	46%[activator]	x	-3%	0%	-9%	-1%	1%[56.9 µM]
18	CC(NC(=O)c1cccnc1)C(c1cccs1)N1CCN(C)CC1 (stereo unspecified)	0	11%	39%	0%	-11%	23%	-3%	-3%	18%
19	N=c1sccn1CC(=O)Nc1cc(S(=O)(=O)N2CCCCC2)ccc1Cl	5	-2%	7%	x	-14%	-18%	-5%	-7%	19%
20	CSc1ccc(CNCCN2CCOCC2)cc1	-4	-5%	33%	24%[12.7 µM]	-24%	u	-36%	2%	u
21	Cc1ccc(-c2cc(C(F)(F)F)n3nc(C(=O)NCC45CC6CC(CC(C6)C4)C5)cc3n2)cc1	3	-2%	50%[activator]	12%[59 µM]	-5%	-9%	-5%	8%	-9%
22	CCc1ccc(NC(=O)C(=O)NCCN2CCN(Cc3ccc([N+](=O)[O-])cc3)CC2)cc1	1	4%	3%	3%[59 µM]	-27%	-22%	8%	5%	15%
23	CC1CCC2(CC1)NC(CO)(CO)CO2 (stereo unspecified)	1	7%	16%	-8%[59 µM]	-10%[57.1 µM]	-10%	-5%	-2%	8%[56.9 µM]
24	Cc1ccc(NC(=O)c2cc(C(C)(C)C)nn2Cc2ccccc2)cc1	0	6%	33%	x	-8%	11%	1%	8%	11%
25	CCOc1ccc(S(=O)(=O)Nc2ccc(-c3ccc(OC)nn3)cc2)cc1	2	3%	18%[57 µM]	-37%[59 µM]	-25%	-29%	2%	-1%	-15%
26	Cc1ccccc1NC(=O)Cn1nc(C)n2cccc2c1=O	2	-7%	40%[activator]	39%[59 µM]	-2%	8%	-12%	4%	11%
27	CC(C)C(c1nnnn1C1CCCCC1)N1CCOCC1 (stereo unspecified)	7	0%	11%	24%[59 µM]	-13%	-19%	x	-1%	20%
28	O=C(c1cc(N2C(=O)C3C4CCC(C4)C3C2=O)ccc1Cl)N1CCCCCC1 (stereo unspecified)	2	-10%	32%	-2%	-14%	-4%	-7%	-4%	-9%
29	O=C(CSc1nnc(-c2cccnc2)n1Cc1ccco1)Nc1nc(-c2ccc(F)cc2)cs1	4	1%	32%[activator]	-13%[59 µM]	-7%	0%	-29%	-3%	7%
30	Cc1cc(NC(=O)CCN2C(=O)/C(=C\c3ccccc3)SC2=S)no1	-6	-1%	-10%	4%	-19%	26%	1%	-3%	-12%
31	Cc1nc(-n2nnc3ccccc32)c2c3c(sc2n1)CCCC3	0	-10%	120%[activator]	7%	33%	0%	31%	-2%	-5%
32	Cc1ccc(S(=O)(=O)N2CCN(S(=O)(=O)N3CCC(C)CC3)CC2)c(C)c1	-1	2%	26%	11%	-4%	10%	-15%	-4%	-26%
33	O=C(Cn1c(=O)ccc2cc(S(=O)(=O)N3CCCC3)ccc21)Nc1ccccc1	-1	-15%	12%[57 µM]	4%[59 µM]	-15%	-27%	-2%	1%	-11%
34	COCCOC(=O)CSc1ncccc1-c1nc2cc(C)c(C)cc2[nH]1	-3	14%	41%[activator]	1%	-17%	-5%	-8%	-2%	21%
35	c1cc(C2OCCN2CC2COC3(CCCC3)O2)ccn1 (stereo unspecified)	-10	8%	22%	11%[12.7 µM]	-22%	u	4%	6%	8%
36	COc1cc(SC)ccc1C(=O)NC1CCCCC1	4	0%	36%	1.1µM*	8%	-8%	3%	2%	-2%
37	COc1ccc(CCC(C)N2CCC(CO)(Cc3ccccc3)CC2)cc1 (stereo unspecified)	9	-2%	44%[activator]	14%[59 µM]	-19%	u	-22%	-2%	-2%[56.9 µM]
38	O=[N+]([O-])c1cc(C(F)(F)F)cc([N+](=O)[O-])c1N1CCN(S(=O)(=O)c2ccccc2)CC1	2	4%	u	-20%	-27%	-11%	u	-2%	13%
39	COc1cccc(C(=O)NCC(=O)N/N=C(\C)Cc2ccccc2)c1	1	1%	27%	24%	-14%	0%	-20%	-6%	1%
40	O=C(CN1C(=O)/C(=C\c2ccccc2F)SC1=S)Nc1nc2ccccc2s1	-7	1%	-33%[57 µM]	u	u	-15%	u	86%[activator]	-40%
41	CC(=O)c1ccc(N2CCN(c3nc4c(S(=O)(=O)c5ccccc5)nnn4c4ccc(Cl)cc34)CC2)cc1	-1	-4%	5%	7%[59 µM]	-8%	-28%	4%	2%	3%
42	CCc1nn(CC(=O)N2CCN(c3ccc(OC)cc3)CC2)c(=O)c2cc3sccc3n12	0	0%	26%	u	-17%	-27%	u	-6%	13%
43	COc1ccc([N+](=O)[O-])cc1NC(=O)CCN1CCOCC1	6	-1%	12%	-6%	-12%	16%	-18%	3%	-24%[56.9 µM]
44	CC(C)[C@@H](C(=O)OCC(=O)Nc1ccc2c(c1)OCO2)N1C(=O)c2ccccc2C1=O	0	-3%	-25%	u	u	18%	-36%	-3%	-3%
45	CCOC(=O)c1ccccc1NC(=O)COC(=O)CCC(=O)N1CCOCC1	0	7%	12%	x	-8%	0%	-1%	-11%	-1%
46	CC1=NN(c2ccc([N+](=O)[O-])cc2)C(=O)/C1=C\N(C)C	u	-6%	-4%	10µM*	-22%	u	u	5%	-28%
47	COCC(C)NCc1cccc(OC)c1OC (stereo unspecified)	2	-9%	u	18µM*	1.8µM*	u	u	6%	-28%
48	NC(=O)c1cc(S(=O)(=O)NCc2ccc(F)cc2)cs1	2	-12%	27%	7%[59 µM]	9%	-2%	-4%	-1%	0%
49	O=C(CN1CCN(S(=O)(=O)N2CCCCC2)CC1)Nc1ccc(Br)cc1	-2	3%	21%	x	-3%	u	5%	-4%	7%
50	C/C(N)=C(/C#N)C(=O)COC(=O)CNS(=O)(=O)c1ccc(F)c(F)c1F	4	-1%	29%	4%	-9%	-12%	-11%	4%	10%
51	CC1CC(C)CN(S(=O)(=O)c2ccc3c(c2)oc(=O)n3CC(=O)NCCCOC(C)C)C1 (stereo unspecified)	3	1%	32%	17%	-11%	-25%	-2%	11%	6%

Copied from above, nos. 14–15
item	SMILES	PI4K2A inh	GLS inhibitor	HP1b chromo inh	G9a inh	JMJD2A Tudor inh	ALOX12 inh	BAZ2B inh	ERG-DNA inh	RGS4 inhibitor
14	COC(=O)CN(c1ccc(Cl)cc1C)S(C)(=O)=O	0	0%	25%	1%	-17%	-5%	1%	6%	-7%
15	Cn1cc(C(=O)Nc2ccc(Cl)cc2)c(C(F)(F)F)n1	-2	-1%	73%[activator]	-39%	-3%	-9%	-16%	-1%	3%

The list is partial; count on the stated rates, not on these rows.
